Siah-1 displacement: Siah-1 peptide-binding antagonists, primary screen, biochemical, fluorescence polarization, rhodamine-plectin, uHTS (AID 1817); Siah-1 / rhodamine-plectin peptide fluorescence polarization; higher % means a stronger effect; displacement, % at 20 µM; hits with a dose series show IC50 in µM; 290,000 compounds, 0.02% hits;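 active means displacement of at least 50% at 20 µM, with a fluorescence ratio check between 0.3 and a set limit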;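 further: plate controls were Siah plus tracer with DMSO for no effect and tracer alone without Siah for full effect; strong numbers were not always called active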
GPR55 beta-arrestin: GPR55 agonists via beta-arrestin recruitment, primary screen, imaging, U2OS cells, beta-arrestin-GFP redistribution (AID 1961). U2OS GPR55 beta-arrestin-GFP redistribution imaging; higher % means a stronger effect. activation, % at 10 µM, or EC50 in µM where a hit was titrated. 290,000 compounds, 0.048% hits;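 active means activation above 40% with more than 50 cells counted in the well; inconclusive means wells holding fewer than 50 cells, flagged as toxic or sparse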;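 further: U2OS osteosarcoma cells stably expressing GPR55 and beta-arrestin-GFP; plate controls were DMSO negative control for no effect and LPI positive control for full effect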
KOR beta-arrestin-1: KOR agonists, beta-arrestin recruitment, primary screen, cell-based, luminescence, uHTS (AID 1777) | activation, % at 10 µM, or EC50 in µM where a hit was titrated | 280,000 compounds, 0.02% hits | KOR beta-arrestin recruitment, luminescence; higher % means a stronger effect; in the data active means activation above about 50%, passing the limit was not always enough; further: a part of the inactive calls stands beside numbers as strong as those of hits
GPR55 LPI antagonism: GPR55 antagonists blocking LPI-driven arrestin recruitment, primary screen, imaging, U2OS, beta-arrestin-GFP, LPI agonist (AID 2013); U2OS GPR55 beta-arrestin-GFP translocation imaging, LPI antagonism; higher % means a stronger effect; inhibition, % at 10 µM; hits with a dose series show IC50 in µM; 290,000 compounds, 0.13% hits;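 active means spots per cell inhibited over 60%, with over 100 cells counted and total cytoplasm intensity under 500,000; inconclusive means wells with under 100 cells, flagged as likely toxic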;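 further: U2OS cells stably carrying GPR55 and arrestin-GFP stimulated by 5 µM LPI near EC80; imaged beta-arrestin-GFP aggregate spots per cell after agonist stimulation; plate controls were LPI-stimulated DMSO wells for no effect and DMSO wells without LPI for full effect; some results filed as inactive read as strong as hits; confirmed hits need IC50 under 10 µM and bright autofluorescent wells are also inconclusive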
HIV peptide binding: inhibitors of HIV fusion peptide binding, primary screen, biochemical, uHTS, fluorescence dequenching (AID 1986). cell-free peptide binding, fluorescence dequenching, 30 min; higher % means a stronger effect. inhibition, % at 20 µM, or IC50 in µM where a hit was titrated. 290,000 compounds, 0.3% hits; in the data active means inhibition mostly above about 52%, no sharp cut-off; inactive means mostly below about 76%; further: some results filed as inactive read as strong as hits
KOR beta-arrestin-2: kappa opioid receptor blockers – cell-based, luminescence, uHTS (AID 1778); KOR beta-arrestin recruitment, luminescence, antagonist mode; higher % means a stronger effect; inhibition, % at 10 µM, or IC50 in µM where a hit was titrated; 290,000 compounds, 0.091% hits; in the data active means inhibition above about 50%; further: strong numbers were not always called active
NOD1 inhibition: NOD1 signaling inhibitors, primary screen, cell-based, luminescence, uHTS (AID 1578); NOD1-driven NF-kB luciferase reporter cells, luminescence; higher % means a stronger effect; inhibition, % at 4 µM; hits with a dose series show EC50 in µM; 290,000 compounds, 1% hits; in the data active means inhibition mostly above about 36%, no sharp cut-off; inactive means mostly below about 34%;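 further: HEK-293T reporter cells stimulated with the NOD1 agonist gamma-tri-DAP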
GPR35 arrestin U2OS: GPR35 antagonists blocking zaprinast-driven arrestin recruitment, primary screen, imaging, U2OS, beta-arrestin-GFP, zaprinast agonist (AID 2058). 290,000 compounds, 0.052% hits. inhibition, % at 10 µM; hits with a dose series show IC50 in µM. U2OS GPR35 beta-arrestin-GFP translocation imaging, zaprinast antagonism; higher % means a stronger effect;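 active means inhibition of at least 50% with at least 30 cells and total cytoplasm GFP at most 10,000,000; inconclusive means under 30 cells or total GFP of 10,000,000 plus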
AID2073: disruptors of CaV2.2 binding to Mint1 – biochemical, HTRF (AID 2073) | HTRF protein-protein interaction, Mint1-CaV2.2; higher % means a stronger effect | one-dose inhibition, % at 20 µM; IC50 in µM for titrated hits | 290,000 compounds, 0.19% hits; in the data active means inhibition mostly above about 51%, no sharp cut-off; inconclusive means no clear call, values can overlap the other calls; inactive means mostly below about 53%; further: some results filed as inactive read as strong as hits
* = called active by the depositor; ? = inconclusive; . = no result given; [ ] = remark or other dose. Not all compounds are listed; the hit share may differ from the screen's.

SMILES	Siah-1 displacement	GPR55 beta-arrestin	KOR beta-arrestin-1	GPR55 LPI antagonism	HIV peptide binding	KOR beta-arrestin-2	NOD1 inhibition	GPR35 arrestin U2OS	AID2073
C/C(=N\NC(=O)C1CC1)c1ccccc1Br	-4%	0.3%	-5.4%	-1%	-1.6%	24%	27%	-12%	5%
Cc1ccc(-c2[nH]nc(N)c2N=Nc2cccc(Cl)c2C)cc1	1%	-0.3%	2.9%	3%	-2.1%	-37%	42%	4%	5%
COc1ccnc(N=CNOCc2ccc(Cl)cc2)c1C#N	-1%	-0.1%	3.0%	6%	0.6%	-6%	-4%	5%	13%
COc1ccc2cc3c(nc2c1)OCC3	-2%	-0.2%	-2.7%	8%	0.3%	-34%[20 µM]	-1%	6%	-2%
CCNC(=O)c1ccc(N(C)S(=O)(=O)c2cccs2)cc1	-2%	-0.3%	-2.0%	18%	-0.9%	8%	-14%	3%	8%
CCOC(=O)c1c(C)c(C(=O)NCc2ccc3c(c2)OCO3)c(C)n1CC	-3%	0.1%	2.9%	9%	-0.4%	19%	-25%	19%	1%
CC(Sc1ccc(Cl)cc1)C(=O)NCC1CCCO1 (configuration not stated)	1%	-0.1%	-7.1%	15%	1.7%	-18%	-5%	8%	-5%
O=C(CN1CCS(=O)(=O)CC1)N/N=C/c1cccc(C(F)(F)F)c1	0%	-0.1%	9.1%	11%	2.0%	-14%	-19%	-7%	9%
CCn1cc(C(=O)NCCCN2CCCC2)c(=O)c2cc(S(=O)(=O)N3CCc4ccccc4C3)ccc21	-8%	0.9%	4.1%	2%	0.0%	-18%	-11%	-10%	-18%
Nc1nc(CSC(=S)N2CCOCC2)nc(Nc2ccc(F)cc2)n1	25%	-0.2%	-2.4%	8%	-0.5%	22%	-30%	-2%	23%
COc1ccc(/C=C2\SC(=O)N(CC(=O)Nc3ccc(O)cc3)C2=O)cc1OC	0%	-0.2%	0.8%	1%	-3.2%	-26%	-9%	-1%	26%
CCC(C)N1CNc2c(c(=O)[nH]c(=S)n2-c2cccc(C)c2)C1 (configuration not stated)	-5%	-0.5%	0.4%	13%	-0.7%	-10%	-31%	-3%	-16%
COC(=O)Cc1c(C)nc2nc(-c3ccc(Cl)cc3)[nH]n2c1=O	3%	0.3%	-2.6%	2%	-0.1%	46%	5%	7%	-2%
O=C(CSc1ncnc2sc(-c3ccccc3)cc12)NC1CCS(=O)(=O)C1 (configuration not stated)	-1%	0.1%	-2.0%	-8%	-1.5%	-15%	14%	2%	3%
COc1ccc(C(=O)CCS(=O)(=O)c2ccc(C)cc2)cc1OC	-3%	-0.1%	1.6%	9%	1.1%	-8%	-13%	-1%	4%
CCCCOc1ccc(-c2c(C#N)c(N)[nH]c(=S)c2C#N)cc1	7%	-0.1%	9.3%	-2%	4.3%	-11%	4%	-18%	-3%
CCN(CC)S(=O)(=O)c1cccc(C(=O)Nc2cc(C)on2)c1	2%	0.0%	4.0%	1%	-0.4%	-36%[20 µM]	-39%	-1%	-1%
Cc1ccc2c(cnn2C(=O)CCCC(=O)NCc2ccc(F)cc2)c1	-1%	0.5%	2.1%	-6%	3.0%	-39%[20 µM]	14%	-5%	-8%
COc1ccc(OCC(O)Cn2c(N3CCCCC3)nc3c2c(=O)n(C)c(=O)n3C)cc1 (configuration not stated)	-2%	0.0%	4.7%	-1%	-1.4%	-12%	1%	7%	-5%
Cc1ccccc1NC(=S)NCc1cccs1	-2%	0.0%	1.0%	0%	-0.5%	-48%	-36%	-4%	6%
C#CCOCCOCCOCCNc1nc(N2CCN(C(=O)[C@H]([C@@H](C)CC)n3cc([C@@H](N)CO)nn3)CC2)nc(N2CCN(C(=O)[C@H](Cc3ccc(O)cc3)n3cc([C@@H](N)C(C)CC)nn3)CC2)n1 (some centres not stated)	-5%	0.9%	12%	-4%	0.8%	7%	5%	0%	-11%
O=C(CNC(=S)N(Cc1ccccc1F)C1CCCCC1)NCC1CCCO1 (configuration not stated)	0%	-0.4%	-0.3%	8%	1.8%	19%	-45%	6%	-25%
O=C(Cc1ccccc1)Nc1ccc(NC(=O)C2CCCCC2)nc1	0%	-0.1%	.	0%	0.2%	-12%[20 µM]	-45%	25%	8%
Cc1ccc(Nc2ccc(C(F)(F)F)cc2[N+](=O)[O-])cc1	10%	-0.3%	12%	6%	0.2%	7%	11%	-16%	20%
O=C1CCC(=O)N1CN(Cc1ccco1)CN1C(=O)CCC1=O	0%	0.0%	0.2%	-1%	1.0%	13%	-29%	0%	0%
O=S(=O)(NCC(c1cccnc1)N1CCN(Cc2ccccc2)CC1)c1ccc(Cl)cc1 (configuration not stated)	0%	0.0%	-0.9%	6%	-1.1%	12%	-5%	4%	6%
CCOc1cc(C)c(S(=O)(=O)N2CCCCC2)cc1C	2%	0.2%	2.4%	3%	-0.5%	-22%	-14%	1%	9%
CC1(C)CC(=O)C2=C(C1)N(c1ccc(Cl)cc1)C(=O)C2(O)C(F)(F)F (configuration not stated)	0%	-0.2%	0.6%	3%	3.9%	-19%	-25%	-6%	-5%
CCc1cccc(C)c1NC(=S)NCCc1c(C)[nH]c2ccc(C)cc12	5%	0.2%	-3.0%	15%	1.3%	-3%	-6%	-12%	16%
O=C(Nc1ccc(-c2nc3ccccc3o2)cc1)C1CCCO1 (configuration not stated)	7%	-0.1%	0.2%	9%	2.1%	13%	-41%	0%	-2%
CC1(C)C2CCC1(C(=O)O)c1nc3ccccc3nc12 (configuration not stated)	10%	-0.2%	-1.3%	15%	0.3%	17%	-15%	8%	5%
CCN1CCN(C(=O)c2ccc3c(c2)c(C)c(C)n3Cc2ccccc2)CC1	10%	-0.1%	2.4%	13%	0.5%	-9%	-7%	-3%	0%
O=C(C1CCN(S(=O)(=O)c2ccc(F)cc2)CC1)N1CCOCC1	-2%	0.8%	-4.6%	.	-1.2%	-22%	-2%	1%	3%
CCOC(=O)N1CCN(C(=O)CCCn2c(=S)[nH]c3ccc(Br)cc3c2=O)CC1	3%	-0.2%	2.1%	4%	-3.1%	-43%	2%	-2%	-42%
CCC(C(=O)Nc1cccc(C(F)(F)F)c1)c1ccccc1 (configuration not stated)	-3%	-0.1%	16%	11%	1.3%	15%	13%	7%	?
Cc1ccc(-c2nc3ccccn3c2NCc2ccc3c(c2)OCO3)cc1	-2%	-0.1%	17%	7%	-0.2%	-13%	-18%	12%	31%
O=C(N/C(=C/C=C\c1ccccc1)C(=O)N1CCOCC1)c1ccc(Br)cc1	4%	0.2%	-1.2%	7%	-0.5%	-19%[20 µM]	-16%	-18%	-6%
O=C(c1ccc([N+](=O)[O-])cc1)n1nc(-c2ccccc2)nc1NCc1ccccc1	-5%	-0.1%	-1.4%	18%	-1.6%	-2%	-14%	4%	-11%
COc1ccc(/C=C(\NC(=O)c2cccs2)C(=O)Nc2cccc3ccccc23)cc1OC	6%	0.1%	5.0%	8%	0.0%	18%	-15%	5%	?
COc1ccc(-c2cc(C(F)(F)F)n3nc(C(=O)Nc4cc(C)on4)cc3n2)cc1OC	-6%	-0.1%	-2.4%	1%	-1.6%	-31%	-20%	1%	18%
Cc1ccc(C(=O)NCc2ccccc2)cc1Br	8%	-0.8%	15%	8%	-2.7%	-22%	-47%	10%	-5%
CCN1CCN(CCCNC(=O)C2CCN(c3nnc(-n4c(C)ccc4C)s3)CC2)CC1	30%	-0.3%	0.4%	-4%	-0.8%	14%[20 µM]	-27%	12%	20%
CCOC(=O)Nc1cccc2ccccc12	-3%	-0.2%	-3.3%	-14%	-2.6%	-20%	4%	-7%	-2%
O=C(COc1ccccc1Br)Nc1ccccc1C(F)(F)F	-2%	-0.1%	-3.2%	10%	-1.0%	-32%[20 µM]	-5%	17%	-2%
N#C/C(=C/c1cccs1)c1ccccn1	10%	-0.2%	-3.4%	6%	0.7%	-6%	-1%	-12%	2%
O=c1cc(CS(=O)(=O)c2ccccc2)nc(-c2ccncc2)[nH]1	-2%	0.6%	-5.9%	8%	-1.5%	-12%	-23%	-12%	2%
Cc1ccc(S(=O)(=O)N2CCC(C(=O)NNS(=O)(=O)c3ccc(Cl)cc3)CC2)cc1	-3%	0.0%	-2.5%	-7%	-2.1%	-14%	-13%	8%	-4%
CC(C)(C)c1ccc(S(=O)(=O)Nc2ccc(Cc3ccncc3)cc2)cc1	0%	-0.3%	0.6%	80%*	1.5%	11%	35%	-11%	31%
COc1ccc(C(=O)OCC(=O)NC(C)CCc2ccccc2)cc1OC (configuration not stated)	-1%	0.0%	2.0%	3%	1.0%	-7%	-12%	-18%	15%
CCCN1CNC(=S)N(c2ccccc2C)C1	-9%	-0.3%	-1.2%	1%	0.1%	11%	-20%	3%	-22%
CC(NC(=S)Nc1ccc(OC(F)F)cc1OC(F)F)C(C)(C)C (configuration not stated)	3%	1.4%	0.4%	-2%	0.7%	-5%	-8%	-1%	15%
O=C(N/N=C/C=C/c1ccco1)c1cccnc1	-4%	-0.1%	0.4%	4%	15%	11%	0%	-1%	17%
O=C(Nc1ccccc1O)C(c1ccccc1)c1ccccc1	3%	-0.1%	-2.8%	9%	-1.9%	-14%	8%	-18%	5%
CCc1ccc[n+](-c2[nH]c(=O)sc2/C=N/N=C(\[O-])c2cccnc2)c1	-8%	-0.2%	-6.7%	-16%	2.9%	21%	-8%	10%	-20%
COc1ccccc1N1CCN(/N=C\c2ccc(C)o2)CC1	-7%	0.0%	4.8%	.	-1.0%	-11%	-32%	-1%	-2%
CC(C)(C)c1ccc(N2C(=O)CC(C/C=C/c3ccccc3)C2=O)cc1 (configuration not stated)	1%	0.3%	0.1%	-17%	0.1%	-20%	-4%	-8%	17%
O=C(NC(=S)NCC1CCCO1)c1ccc(Br)o1 (configuration not stated)	4%	-0.1%	0.5%	2%	1.1%	-6%[20 µM]	-30%	-3%	-7%
CCOC(=O)C1CCN(C(=O)CNC(=O)c2nn(-c3ccc(OC)cc3)c(=O)c3ccccc23)CC1	-5%	0.7%	1.7%	-2%	-0.3%	-29%	-20%	-1%	28%

An excerpt from above in order of the HIV peptide binding value, highest first:
SMILES,Siah-1 displacement,KOR beta-arrestin-1,HIV peptide binding,KOR beta-arrestin-2,NOD1 inhibition,GPR35 arrestin U2OS,AID2073
CCOC(=O)C1CCN(C(=O)CNC(=O)c2nn(-c3ccc(OC)cc3)c(=O)c3ccccc23)CC1,-5%,1.7%,-0.3%,-29%,-20%,-1%,28%
O=C(COc1ccccc1Br)Nc1ccccc1C(F)(F)F,-2%,-3.2%,-1.0%,-32%[20 µM],-5%,17%,-2%
CCOC(=O)Nc1cccc2ccccc12,-3%,-3.3%,-2.6%,-20%,4%,-7%,-2%
